# TNAP activators: stimulation of alkaline phosphatase TNAP activity – biochemical, luminescent, no phosphate acceptor, uHTS, primary screen (AID 1001); purified TNAP, luminescent activation assay, no phosphate acceptor; higher activation fold means a stronger effect; one-dose activation fold at 20 µM; EC50 in µM for titrated hits; actives 0.03% (n = 200,000); in the data active = activation fold from about 3, or a potency from the dose series; inactive = the rest, 99 in 100 with activation fold below about 1.6; note: many of its hits are not listed in these tables
# Autophagy HCS: alters autophagy in cells | MEF GFP-LC3 puncta imaging; test concentration mostly 10 µM | calls only at 10 µM (by protocol) | actives 0.98% (n = 190,000);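 active = percentage of spot-positive cells more than 3 SD above its plate mean, without a fluorescence outlier flag or 80% toxicity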;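 note: spot-positive cell cutoff set from DMSO-treated cells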
# b-catenin transl: modulators of beta-catenin nuclear translocation | HeLa beta-catenin nuclear translocation, immunofluorescence imaging | nuclear translocation activity, % at 5 µM | actives 0.3% (n = 190,000);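 active = nuclear translocation activity above 50% at 5 µM, with a well cell count of 50 or more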;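 note: per-cell ratio of nuclear to cytoplasmic median beta-catenin stain intensity; plate controls were DMSO negative control for no effect and GSK-3 inhibitor IX positive control for full effect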
#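 Test system: human HeLa cell line; Doses: 5 µM primary, 0.02–20 µM confirmation; Incubation: 24 h compound exposure, 37°C; Detection: beta-catenin immunofluorescence imaging with DAPI; Read-out: beta-catenin nuclear/cytoplasmic ratio, % activation.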
# PMI inhibitors: MPI enzyme activity inhibition – biochemical, fluorescence intensity, coupled assay, primary screen (AID 1209) | purified PMI enzyme, coupled fluorescence intensity; higher % means a stronger effect | inhibition, % at 20 µM; hits with a dose series show IC50 in µM | actives 0.42% (n = 190,000);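 note: plate controls were DMSO vehicle for no effect and wells lacking substrate for full effect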
# T cell HTS: T cell immune modulators affecting CD8 T cell-vesicle binding; 2C CD8+ T cell-vesicle binding, flow cytometry; stronger effect = lower value; calls only at 7 µM; actives 0.068% (n = 330,000);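 active = response, share of CD8 T cells binding vesicles, and their 90th percentile fluorescence all below set limits, cut at about 80% in these data, passing the limit was not always enough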
#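 incubation = binding step 1.5 h, 37 °C, antibody labelling 20 min, ice | test system = 2C mouse CD8+ T cells | read-out basis = percent CD8+ FL2 mean versus row control | controls = Peptide-free naked vesicles (low) and QL9 vesicles with 0.7% DMSO vehicle (high) | detection = flow cytometry of vesicle-bound cells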
# MT stabilizer: stabilizes microtubules in HeLa cells | HeLa tubulin immunostaining HCS, 24 h; share of cells brighter than vehicle mean+2SD | % tubulin-high responders, % at 10 µM | actives 0.83% (n = 200,000) | AID 2205;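 active = plate Z-score above 3 for both tubulin-high and condensed-nucleus cell shares, with cell loss under 80%, at 10 µM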;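 note: anti alpha tubulin signal scored within the nucleus-defined area of each cell; some results filed as inactive read as strong as hits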
# Insulin prom up: MIN6 insulin promoter up-regulation. MIN6 insulin promoter-GFP reporter, high-content imaging; stronger effect = higher value. z-score at 5 µM. actives 0.3% (n = 190,000). AID 1625;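 active = z-score above 3 at 5 µM with at least 500 cells counted in the well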
# Hep lipid drop: hepatic lipid droplet formation modulation; AML12 mouse hepatocytes, oleate lipid droplets, BODIPY imaging; inhibition, % at 6.5 µM; actives 0.4% (n = 240,000);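 active = lipid droplet intensity inhibited by at least 50%, with more than 500 cells counted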
#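 Assay system: AML12 hepatocytes (mouse) / Also added: 100 µM oleic acid challenge / Times: overnight treatment with compound plus oleate / Detection: high-content imaging of BODIPY-stained droplets and DAPI nuclei / Evaluation: % inhibition of lipid droplet signal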
# PMI inhibition: MPI inhibition at elevated mannose 6-phosphate – biochemical, fluorescence intensity, high mannose 6-phosphate, primary screen (AID 1220); recombinant PMI enzyme, coupled fluorescence intensity; higher % means a stronger effect; inhibition, % at 20 µM; hits with a dose series show IC50 in µM; actives 0.66% (n = 190,000)
# Insulin prom up cell count: further read-out of Insulin prom up, marked with its call; cell count; measured here: cytotoxicity, nuclei count;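 total cells summed across four imaged fields per well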
# Hep lipid drop cells 6.5 µM: also measured in Hep lipid drop; calls as there; cell count; measured here: cell count, cytotoxicity flag;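 cells counted across two imaged fields per well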
# b-catenin transl cell count 5 µM: further read-out of b-catenin transl, marked with its call; cell count; measured here: cell count, cytotoxicity flag
# T cell HTS vesicle-bound %: recorded beside T cell HTS, whose call it bears; double positive events, %; measured here: CD8+ vesicle-bound cell fraction;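 binding gate set so that unloaded-vesicle control wells show 10% double positive cells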
# MT stabilizer Hoechst-high %: recorded beside MT stabilizer, whose call it bears; % Hoechst-high responders; measured here: nuclear condensation Hoechst responders;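 share of cells brighter than vehicle mean plus two SD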
# MT stabilizer cytotoxicity %: recorded beside MT stabilizer, whose call it bears; toxicity, %; measured here: cytotoxicity by cell density;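 0% = mean cell density of plate MIN control wells and 100% = no cells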
# Autophagy HCS cell loss 18 h: recorded beside Autophagy HCS, whose call it bears; toxicity, %; measured here: cell loss, nuclei count;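 cell loss after 18 h compound exposure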
# Active calls of the source: *; i = inactive; x = no result given. Cut-off read from the data, not from the text of the source, unless noted: active = inhibition above about 50%; inactive = the rest.
no.	Structure	Hep lipid drop cells 6.5 µM	MT stabilizer cytotoxicity %	Autophagy HCS cell loss 18 h	Autophagy HCS	T cell HTS	PMI inhibitors	T cell HTS vesicle-bound %	Insulin prom up cell count	TNAP activators	MT stabilizer Hoechst-high %	b-catenin transl	PMI inhibition	b-catenin transl cell count 5 µM	Hep lipid drop	MT stabilizer	Insulin prom up
1	O=C(CN1CCSCC1)N/N=C/c1ccc(F)cc1F	805	7.1	-5	i	i	10%	23	905	1.2	1.7	x	3%	x	-8	1.1	0.93
2	O=C(Nc1ccc(N2CCOCC2)c(Cl)c1)c1ccccc1Cl	698	2.9	-3	i	i	-2%	36	1727	1.1	2.1	-0.6	-4%	1033	-1	3.1	-0.57
3	COCCNC(=O)C1CC(=O)N(CCc2ccccc2)C1 (stereo not given)	x	3.1	9	i	i	6%	27	1464	1.1	1.9	2.0	6%	1424	x	3.2	0.2
4	COc1ccc(/C=C/C(=O)Oc2cccc(/C=N/NC(=O)c3cccc(F)c3)c2)cc1	x	5.7	-18	i	i	-10%	11	x	1	1.2	x	-1%	x	x	1.2	x
5	CCOC(=O)Cn1c(SC)nc2sc3c(c2c1=O)CC(C)(C)OC3	x	9.8	-9	i	i	0%	20	1210	1.1	3.2	-1.9	4%	1105	x	5.3	0.27
6	O=C(CCN1CCc2ccccc2C1)Nc1cccc(F)c1	661	3.5	5	i	i	6%	12	x	1.1	1.5	x	3%	x	-21	3.6	x
7	COc1ccccc1N1CCN(c2ccc([N+](=O)[O-])nc2)CC1	699	9.9	-5	i	i	5%	35	1321	1.1	1.9	1.3	15%	1045	4	2.0	-0.87
8	c1cc2[nH]snc2c2nc(C3CC3)nc12	x	4.9	41	i	i	16%	44	1176	1	1.4	-6.8	54%*	938	x	1.4	0.41
9	Cc1ccc2c(c1)N(CC(=O)NC1CCCCC1C)C(=O)CO2 (stereo not given)	x	7.0	5	i	i	4%	38	1461	1.1	1.4	1.7	1%	1451	x	7.4	-1.1
10	C=CCNC(=S)Nc1nc2c(cc1C(=O)OCC)COC(C)(C)C2	755	x	x	x	i	x	58	1101	x	x	1.2	x	1328	-19	x	-0.14
11	NC(=O)CSc1nnc(-c2cccc(S(=O)(=O)N3CCOCC3)c2)n1C1CCCCCC1	767	4.7	-5	i	i	-6%	51	880	1.1	1.2	x	-5%	x	-4	1.1	-1.4
12	Cc1nnc(NC(=O)C2(c3ccccc3)CCOCC2)s1	x	5.8	-1	i	i	-2%	12	1321	1.1	1.5	-1.9	3%	1194	x	3.0	0.15
13	O=c1[nH]cnc2ccsc12	669	6.2	2	i	i	1%	59	1301	1	2.1	-0.8	-6%	1106	10	2.1	-0.21
14	O=c1oc(/C=C/c2ccccc2)nc2ccccc12	693	0.9	3	i	x	4%	x	1563	1	1.6	-0.7	6%	930	-1	2.8	0.87
15	CC(=O)c1ccc(-c2nnc(CCC(=O)N(C)Cc3cccc4cnccc34)o2)s1	693	5.7	-5	i	i	-4%	35	1238	1.1	1.2	-2.2	-4%	1110	2	3.9	-0.79
16	O=C(CSc1ccccc1)Nc1cccc(S(=O)(=O)N2CCCC2)c1	569	8.2	1	i	i	15%	1	1054	1.1	2.6	-1.5	6%	1070	10	5.1	-0.39
17	COc1ccc(S(=O)(=O)NCCc2csc(-c3cccnc3)n2)cc1	677	6.6	2	i	i	-1%	35	1928	1.1	2.8	-5.2	-1%	1125	-21	3.6	-0.83
18	Cn1nc2c(c1C(=O)O)CCCC2	748	2.9	-5	i	i	-3%	48	x	1.1	2.5	0.9	-6%	575	-4	4.7	x
19	O=C(CCCn1cnc([N+](=O)[O-])n1)Nc1cccc2ccccc12	648	5.4	-7	i	i	-6%	35	1232	1.2	2.7	-6.7	39%	1096	-2	4.3	-0.15
20	Cc1ccc2nc(-c3ccc(NC(=S)NC(=O)C(C)C)cc3)sc2c1	706	2.4	2	i	i	11%	4	878	1	1.4	-1.4	1%	955	-2	1.7	0.19
21	COCCCNC(=O)c1c(NC(=O)c2cccs2)sc2c1CCCC2	x	4.1	1	i	i	14%	54	1555	1.1	1.8	-1.7	9%	1382	x	1.7	-0.15
22	CC(NC(=O)Cc1cccc(C(F)(F)F)c1)c1ccc(F)cc1 (stereo not given)	672	8.4	16	i	i	-3%	41	1200	1.1	2.3	-1.0	-2%	1010	-6	6.3	0.04
23	Nc1n[nH]c(=S)n1/N=C1/C(=O)Nc2ccccc21	621	3.9	9	i	x	30µM*	x	1617	1.3	2.2	-6.1	4.8µM*	1067	1	1.7	-0.29
24	CCCSc1ccc2nc(-c3ccccc3)cn2c1	630	3.2	6	i	i	10%	47	1531	1.1	3.5	-0.5	11%	1088	16	2.7	-0.04
25	O=c1[nH]cnc2c1cnn2Cc1ccccc1	x	6.3	11	i	i	13%	41	1522	1.1	2.5	-7.6	14%	1019	x	3.9	1.1
26	CCC(CC)NC(=O)c1cc2c(C)nn(Cc3ccccc3Cl)c2s1	775	3.7	-6	i	i	18%	22	1256	1.1	0.9	-0.1	11%	1050	-29	1.5	0.86
27	CC1CCN(S(=O)(=O)c2ccc(C(C)C)cc2)CC1	672	6.3	49	i	i	x	35	1264	1	2.1	0.2	x	1574	-3	1.5	0.41
28	CC1CCN(c2ccc([N+](=O)[O-])cc2C(=O)O)CC1	659	3.7	-2	i	i	-8%	24	1522	1.1	1.8	-1.7	-11%	1039	15	3.7	-0.25
29	O=C(CS(=O)c1cccc(Cl)c1)Nc1ccccc1Cl (stereo not given)	x	8.4	-6	i	i	-6%	53	1590	1.1	1.3	-1.3	-8%	1384	x	0.5	-0.11
30	O=C(COc1ccc(C(F)(F)F)cc1[N+](=O)[O-])Nc1cccc(C(F)(F)F)c1	723	6.0	-2	i	i	-15%	9	1358	1.1	1.1	1.0	-11%	538	14	4.9	0.07
31	O=C(O)CSc1c(-c2ccccc2)[nH]c2ccccc12	653	11	3	i	i	2%	47	1237	1.1	2.6	-0.4	0%	532	13	1.6	0.36
32	COc1ccc(NC(=O)N(Cc2ccc3c(c2)OCO3)C2CC(=O)N(c3ccc(OC)cc3)C2=O)cc1 (stereo not given)	786	3.8	5	i	i	1%	42	x	1	0.7	x	-1%	x	-9	0.6	x
33	C=CCOC(=O)C1=C(C)NC(SCC(=O)NC(=O)OCC)=C(C#N)C1c1cccnc1 (stereo not given)	x	5.6	-24	i	i	-30%	31	x	1.2	2.3	-3.2	-27%	974	x	4.6	x
34	CCOc1cc(CNCc2ccccn2)ccc1OCC(=O)NC1CCCCC1	820	4.8	-8	i	i	-2%	41	x	1.1	1.5	x	-6%	x	8	1.5	x
35	O=C(CSc1cccc[n+]1[O-])NC1CCCCCCC1	718	7.5	1	i	i	-6%	50	1326	1.1	2.8	-2.7	-3%	1022	19	1.8	-0.06
36	CCN(CCO)Cc1cc(=O)oc2cc3c(cc12)CCC3	697	3.1	11	i	i	-8%	62	1305	1.1	1.8	-0.5	1%	1036	-13	2.9	-0.18
37	O=C(CCl)Oc1ccc2occ(C(=O)c3cccs3)c2c1	770	5.3	9	i	i	7%	58	1023	1.1	1.4	x	2%	x	11	2.1	0.53
38	CCCCCCCCC(=O)NCCOc1ccc(OC)cc1	620	2.6	-2	i	i	4%	11	1212	1	3.8	9.7	3%	529	1	2.4	0.44
39	Cc1ccccc1C1CCCN(Cc2nc(C3CC3)no2)C1 (stereo not given)	700	3.6	-15	i	i	-11%	55	1242	1	1.7	-0.1	-12%	1134	-14	4.6	-0.74
40	COc1cc(C(=O)OCC(C)=O)c([N+](=O)[O-])cc1OC	651	6.4	5	i	i	1%	58	1170	1.1	2.5	0.4	9%	1030	-2	5.0	0.93
41	Cn1c(=O)oc2cc(S(=O)(=O)N3CCN(c4cccc(Cl)c4)CC3)ccc21	x	1.0	-14	i	i	0%	36	980	1.2	1.1	1.1	-2%	1130	x	1.9	-0.67
42	CCCOc1ccc(Cn2c(O)cc(=O)[nH]c2=O)cc1	745	5.8	-4	i	i	8%	30	1262	1.1	1.7	x	6%	x	-10	3.2	0.04
43	O=C1CC(c2ccccc2)Cc2nc3nc(C(F)(F)F)nn3cc21 (stereo not given)	812	5.5	-2	i	i	4%	28	x	1	1.8	-2.1	-2%	1194	14	2.5	x
44	CC1OC(Nc2ccc(N=Nc3ccccc3)cc2)C(O)C(O)C1O (stereo not given)	683	4.2	-11	i	i	5%	56	1354	0.9	3.7	-2.6	8%	1141	-7	4.8	0.25
45	CC(C)(C)Nc1nc(SCC(=O)Nc2ccccc2)nc(N2CCOCC2)n1	766	8.5	-7	i	i	0%	7	1354	1.2	1.9	1.4	-7%	1051	5	4.4	0
46	CCOC(=O)C1=C(C)C(c2ccccc2O)NC(=O)N1 (stereo not given)	754	8.1	4	i	i	14%	14	848	1.1	1.7	-1.4	8%	1101	-4	1.6	1.4
47	COc1ccc(N(CC(=O)NCC(C)C)S(=O)(=O)c2ccccc2)cc1	713	3.6	-12	i	i	x	55	x	1.1	1.5	0.6	x	1584	10	1.1	x
48	CCc1ccc(Nc2cc(C)nc3nc(C)nn23)cc1	742	6.3	10	i	i	-5%	65	990	1	1.5	0.8	-3%	574	-12	2.9	-0.33

# Complete entries as entered above. Screens in order: Hep lipid drop cells 6.5 µM, MT stabilizer cytotoxicity %, Autophagy HCS cell loss 18 h, Autophagy HCS, T cell HTS, PMI inhibitors, T cell HTS vesicle-bound %, Insulin prom up cell count, TNAP activators, MT stabilizer Hoechst-high %, b-catenin transl, PMI inhibition, b-catenin transl cell count 5 µM, Hep lipid drop, MT stabilizer, Insulin prom up
# CCCSc1ccc2nc(-c3ccccc3)cn2c1 reads 630, 3.2, 6, i, i, 10%, 47, 1531, 1.1, 3.5, -0.5, 11%, 1088, 16, 2.7, -0.04
# CCN(CCO)Cc1cc(=O)oc2cc3c(cc12)CCC3 reads 697, 3.1, 11, i, i, -8%, 62, 1305, 1.1, 1.8, -0.5, 1%, 1036, -13, 2.9, -0.18

# Screening data (PubChem)
